Screens deposited in PubChem BioAssay by National Center for Advancing Translational Sciences (NCATS).
HEK293 tox = cytotoxicity counter-screen for GLP-1 receptor inverse agonists; HEK293 cAMP-luciferase reporter cells, luminescence, 24 h; Potency, µM (highest dose often 38.3 µM), for inactives: at the highest dose activity change, negative = inhibition, hits mostly inhibitors; hit rate 0.13% among 410,000;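 also: loss of luciferase light is scored as toxicity; % is scaled to controls: 0 for no effect and ±100 for the full control effect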
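To flag toxic compounds, the library was rerun on cells for 24 hr at 37 deg C and 5% CO2. Viability-linked luminescence was captured 12 min after adding luciferase detection reagent.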
SW480 rereplic = induces DNA re-replication in SW480 colon adenocarcinoma cells | SW480 DNA re-replication, Hoechst DNA content imaging, 48 h | hit rate 1.8% among 340,000 | Potency, µM (titrated, usually from 46.1 µM), for inactives: top-dose re-replication activation, usual class: activators; also: % of control where 0% means no effect; nearly all actives have a fitted effect of over 55% in size
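250 cells/well; 23 nL cpd via pin tool; 48 hr, 37 C, 5% CO2; Hoechst 40 min; imager read of total nuclear intensity, ex 405/em 500-530 nm.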
GLP1R inv ag = acts as inverse agonist at human GLP-1 receptor. P43220. HEK293 GLP-1R CRE-luciferase, luminescence, 24 h; GLP-1R form is constitutively active. Potency, µM (highest dose often 38.3 µM), without a hit: at the highest dose activity change, negative = inhibition, usual class: inhibitors. hit rate 1.6% among 410,000. AID 624417; also: % is scaled to controls: 0 for no effect and ±100 for the full control effect; nearly all actives have a fitted effect of over 55% in size
Target sequence (P43220 whole entry, looked up): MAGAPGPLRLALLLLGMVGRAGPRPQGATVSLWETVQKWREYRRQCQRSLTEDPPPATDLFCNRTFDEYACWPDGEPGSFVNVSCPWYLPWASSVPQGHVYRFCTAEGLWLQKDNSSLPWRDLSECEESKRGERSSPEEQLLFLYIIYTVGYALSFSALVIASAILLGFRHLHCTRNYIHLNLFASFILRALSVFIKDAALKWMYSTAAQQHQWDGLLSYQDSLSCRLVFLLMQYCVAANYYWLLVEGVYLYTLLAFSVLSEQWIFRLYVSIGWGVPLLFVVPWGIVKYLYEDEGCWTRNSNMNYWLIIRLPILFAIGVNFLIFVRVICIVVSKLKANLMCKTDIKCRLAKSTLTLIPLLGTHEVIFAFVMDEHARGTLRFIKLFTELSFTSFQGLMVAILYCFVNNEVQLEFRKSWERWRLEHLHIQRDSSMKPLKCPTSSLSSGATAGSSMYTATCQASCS
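Seeding at 200 cells/uL, 12 h culture, 24 hr compound treatment, then luciferase reagent and a luminescence read; cells are HEK293 stably expressing a constitutively active GLP-1R plus cAMP-responsive luciferase.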
TDP-43 yeast inh = TDP-43 toxicity inhibition in yeast; TDP-43 expressing yeast growth rescue, BacTiter-Glo, 24 h; Potency, µM (series often up to 46.1 µM), without a hit: top-dose growth rescue (activation), usual class: activators; hit rate 1.8% among 410,000; AID 652104; also: % of control where 0% means no effect; nearly all actives have a fitted effect of over 50% in size
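Yeast expressing TDP-43 (pregrown in raffinose, seeded at OD600=0.02 in galactose medium) exposed to compounds 24 hr at 30 deg C. Growth read by BacTiter-Glo luminescence; rescue of toxicity appears as increased signal.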
KB-V1 MDR tox = KB-V1 MDR subline cytotoxicity; KB-V1 MDR cells viability, CellTiter-Glo, 72 h; Potency, µM (doses to about 46.1 µM), without a hit: top-dose activity change, negative = cytotoxicity, hits mostly cytotoxic; hit rate 3.4% among 400,000; AID 1347076; also: % is scaled to controls: 0 for no effect and ±100 for the full control effect; nearly all actives have a fitted effect of over 60% in size
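Following 72 h at 37 degrees C with compound, KB-V1 cell viability was read by CellTiter-Glo luminescence, medium being phenol-red-free DMEM plus 10% FBS; concentration-response parameters came from normalized, curve-fitted qHTS data.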
KB-3-1 cytotox = kills parental KB-3-1 adenocarcinoma cells; KB-3-1 viability, CellTiter-Glo ATP luminescence, 72 h; Potency, µM (series often up to 46.1 µM), for the others: at the highest dose activity change, negative = cytotoxic, actives largely listed as cytotoxic; hit rate 1.4% among 400,000; AID 1347075; also: % is scaled to controls: 0 for no effect and ±100 for the full control effect; nearly all actives have a fitted effect of over 60% in size
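KB-3-1 cells, DMEM (no phenol red) + 10% FBS; compound by pin transfer, 72 h, 37 °C. Readout: CellTiter-Glo luminescence after 10 min. Data normalized, curve-fitted.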
GLP1R ag = GLP-1 receptor (human) agonism; P43220; HEK293 GLP-1R CRE-luciferase, luminescence, 4-6 h; cells express a hypersensitive GLP-1R form; Potency, µM (top dose mostly 45.6 µM), for inactives: top-dose activation, hits mostly activators; hit rate 0.007% among 380,000; also: % of control where 0% means no effect
HT1080NT lethal = kills 2HG-producing HT-1080-NT fibrosarcoma cells. HT-1080-NT fibrosarcoma viability, CellTiter-Glo ATP luminescence, 48 h. hit rate 1.6% among 360,000. Potency, µM (titrated, usually from 46.1 µM), inactives show at the highest dose activity, negative = less viability, actives largely listed as cytotoxic;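 also: NT is the 2HG producing partner of a matched IDH1 knockdown line; 0% = DMSO-treated cells and -100% = media-only wells without cells; nearly all actives have a fitted effect of over 55% in size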
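Viability of the 2HG-overproducing fibrosarcoma line after 48 hours of compound exposure at 37 degrees C was determined by luminescence with CellTiter-Glo, and concentration-effect curves were then fitted and categorized.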
HT1080 IDH1KD tx = toxicity to HT-1080 IDH1 knockdown cells (counter line). HT-1080 IDH1 knockdown viability, ATP luminescence, 48 h. AID 686971. Potency, µM (titrated, usually from 46.1 µM), for inactives: top-dose activity, negative = toxicity, most hits filed as cytotoxic. hit rate 2% among 360,000;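 also: 0% = DMSO wells and -100% = cell-free medium wells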
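HT-1080-IDH1KD cells (IDH1 knocked down), 750/well in RPMI with 5% FBS, treated with compound 48 h at 37 degrees C. Viability by CellTiter-Glo luminescence, normalised to DMSO and no-cell wells; concentration-response curves classed.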
Numbers without * were called inactive; [ ] = another dose, or the depositor's remark. Calls follow the shape of the dose curve; as a rule, active = well fitted curve in the direction sought with a large enough effect; inconclusive = small, poorly fitted or top-dose-only effect, or another doubt; inactive = no such curve, though single readings can be large; an effect the other way counts as inactive or inconclusive. Potency is read from the fitted curve at half-maximal effect.

Screening O=C(c1ccc2n[nH]nc2c1)N1CCN(c2ccc(C(F)(F)F)cn2)CC1 returned HEK293 tox 0%, SW480 rereplic inconclusive, GLP1R inv ag 12%, TDP-43 yeast inh -6%, KB-V1 MDR tox -5%, KB-3-1 cytotox inconclusive, GLP1R ag -6%, HT1080NT lethal -7%[9.24 µM] and HT1080 IDH1KD tx -4%.
For Cc1cc(C)cc(N2C(=O)CS(=O)(=O)C23C(=O)N(Cc2ccccc2)c2ccccc23)c1 (centres undefined) the results were HEK293 tox 0%, GLP1R inv ag 7%, TDP-43 yeast inh 13%, KB-V1 MDR tox inconclusive, KB-3-1 cytotox -6% and GLP1R ag -4%.
For COc1ccc(CN(C)CC(=O)Nc2ccc(Cl)cc2F)c(OC)c1 the results were HEK293 tox 10%, SW480 rereplic inconclusive, GLP1R inv ag inconclusive, TDP-43 yeast inh -18%, KB-V1 MDR tox -12%, KB-3-1 cytotox 9%, GLP1R ag 15%, HT1080NT lethal -3% and HT1080 IDH1KD tx -9%.
Screening CC1CC(CN)CC(CO)C1 (centres undefined) returned HEK293 tox 9%[0.307 µM], SW480 rereplic 0%, GLP1R inv ag 1%[0.307 µM], TDP-43 yeast inh -9%, KB-V1 MDR tox 0%, KB-3-1 cytotox -8%, GLP1R ag 10%, HT1080NT lethal 4% and HT1080 IDH1KD tx -9%.
O=C(CCNc1cccc(Cl)c1)c1cccs1 was read as HEK293 tox -2%, SW480 rereplic inconclusive, GLP1R inv ag 0%, TDP-43 yeast inh 18%, KB-V1 MDR tox 21%, KB-3-1 cytotox inconclusive, GLP1R ag 9%, HT1080NT lethal 0% and HT1080 IDH1KD tx inconclusive.
COc1ccc(NC(=O)COC(=O)c2ccc(N3CCCC3=O)cc2)cc1 was read as HEK293 tox 5%, SW480 rereplic 2%, GLP1R inv ag 9%, TDP-43 yeast inh 17%, KB-V1 MDR tox 0%, KB-3-1 cytotox 2%, GLP1R ag 0%, HT1080NT lethal 1%[9.24 µM] and HT1080 IDH1KD tx 1%.
`C1CCCC(N2CCNCC2)CC1` gave HEK293 tox 6%, SW480 rereplic -5%, GLP1R inv ag 2%, TDP-43 yeast inh -17%, KB-V1 MDR tox -1%, KB-3-1 cytotox 2%, GLP1R ag -6%, HT1080NT lethal 3% and HT1080 IDH1KD tx -6%.
`CCCCP(=O)(CCCC)c1ccccc1C(=O)O` gave HEK293 tox inconclusive, SW480 rereplic -5%, GLP1R inv ag -22%, TDP-43 yeast inh 5%, KB-V1 MDR tox -8%, KB-3-1 cytotox 0%, GLP1R ag 3%, HT1080NT lethal 20% and HT1080 IDH1KD tx 8%[9.24 µM].
Screening CCOc1ccccc1NC(=O)NC1CC2CCCC(C1)N2Cc1nnnn1CCc1ccccc1 (centres undefined) returned HEK293 tox 9%, SW480 rereplic -2%, GLP1R inv ag 10µM*, TDP-43 yeast inh -18%, KB-V1 MDR tox inconclusive, KB-3-1 cytotox 13%, GLP1R ag -4%, HT1080NT lethal 4% and HT1080 IDH1KD tx -1%.
For COc1cccc(-c2c(NC(=O)c3ccco3)n(-c3ccc(C)cc3)nc(C)c2=O)c1 the results were HEK293 tox 5%, SW480 rereplic -4%, GLP1R inv ag 0%, TDP-43 yeast inh 7%, KB-V1 MDR tox -13%, KB-3-1 cytotox 2%, GLP1R ag 3%, HT1080NT lethal 3% and HT1080 IDH1KD tx 3%.
Screening N#Cc1ccc(C(=O)N2CCCCC2c2cc(C(=O)Nc3ccccc3Cl)no2)cc1 (centres undefined) returned HEK293 tox 8%, GLP1R inv ag 1%, TDP-43 yeast inh 0%, KB-V1 MDR tox 3%, KB-3-1 cytotox 0%, GLP1R ag 17%, HT1080NT lethal 25% and HT1080 IDH1KD tx 18%.
Screening COC(=O)c1ccc(S(=O)(=O)c2ccc(Cl)cc2)c(N)c1 returned HEK293 tox 43%[activator], SW480 rereplic 1%, GLP1R inv ag -27%, TDP-43 yeast inh 12%, KB-V1 MDR tox -24%, KB-3-1 cytotox -3%, GLP1R ag 5%, HT1080NT lethal -5% and HT1080 IDH1KD tx -5%.
Screening COc1ccc(CC(=O)OCC(=O)Nc2cccnc2Cl)cc1OC returned HEK293 tox 9%, SW480 rereplic -3%, GLP1R inv ag 17%, TDP-43 yeast inh 0%, KB-V1 MDR tox 27%, KB-3-1 cytotox 2%, GLP1R ag 4%, HT1080NT lethal 10% and HT1080 IDH1KD tx 5%.
Screening COc1ccccc1-c1coc2c(CN3CCN(C)CC3)c(O)ccc2c1=O returned HEK293 tox 1%, SW480 rereplic 4%, GLP1R inv ag -1%, TDP-43 yeast inh -10%, KB-V1 MDR tox -12%, KB-3-1 cytotox -6%, GLP1R ag -2%, HT1080NT lethal 9% and HT1080 IDH1KD tx 20%.
`O=C(Nc1ncccc1O)c1ccc2c(c1)OCO2` gave HEK293 tox 12%, SW480 rereplic -114%[inhibitor], GLP1R inv ag 112%[activator], TDP-43 yeast inh -14%, KB-V1 MDR tox -30%, KB-3-1 cytotox inconclusive, GLP1R ag 6%, HT1080NT lethal -33% and HT1080 IDH1KD tx -20%.

The closing 3 compounds of the section above lead into the next.
Screening COc1ccc(CC(=O)OCC(=O)Nc2cccnc2Cl)cc1OC returned HEK293 tox 9%, SW480 rereplic -3%, GLP1R inv ag 17%, TDP-43 yeast inh 0%, KB-V1 MDR tox 27%, KB-3-1 cytotox 2%, GLP1R ag 4%, HT1080NT lethal 10% and HT1080 IDH1KD tx 5%.
Screening COc1ccccc1-c1coc2c(CN3CCN(C)CC3)c(O)ccc2c1=O returned HEK293 tox 1%, SW480 rereplic 4%, GLP1R inv ag -1%, TDP-43 yeast inh -10%, KB-V1 MDR tox -12%, KB-3-1 cytotox -6%, GLP1R ag -2%, HT1080NT lethal 9% and HT1080 IDH1KD tx 20%.
`O=C(Nc1ncccc1O)c1ccc2c(c1)OCO2` gave HEK293 tox 12%, SW480 rereplic -114%[inhibitor], GLP1R inv ag 112%[activator], TDP-43 yeast inh -14%, KB-V1 MDR tox -30%, KB-3-1 cytotox inconclusive, GLP1R ag 6%, HT1080NT lethal -33% and HT1080 IDH1KD tx -20%.
For O=C(Cn1nc(C(F)(F)F)c2c1CCCC2)Nc1cccc(Cl)c1 the results were HEK293 tox -17%, GLP1R inv ag inconclusive, TDP-43 yeast inh 9%[9.22 µM], KB-V1 MDR tox -4% and KB-3-1 cytotox inconclusive.
Screening Cc1ccc(C(=O)CSc2nc3cc(C(=O)NC4CCCC4)ccc3c(=O)n2CC2CCCO2)cc1 (centres undefined) returned HEK293 tox 3%, GLP1R inv ag 8%, TDP-43 yeast inh 19%, KB-V1 MDR tox 11% and KB-3-1 cytotox 3%.
Screening COc1cccc(Cn2c(=O)n(CC3CCC(C(=O)N4CCCCC4)CC3)c(=O)c3sccc32)c1 (centres undefined) returned HEK293 tox -25%, GLP1R inv ag inconclusive, TDP-43 yeast inh inconclusive, KB-V1 MDR tox -23% and KB-3-1 cytotox -12%.
For Cc1ccccc1NC(=O)N1CCC(C(=O)c2ccc(F)cc2)CC1 the results were HEK293 tox 0%, SW480 rereplic -16%, GLP1R inv ag inconclusive, TDP-43 yeast inh 22%, KB-V1 MDR tox -6%, KB-3-1 cytotox -6%, GLP1R ag 1%, HT1080NT lethal -5% and HT1080 IDH1KD tx -3%.
Cc1ccc([C@@H]2[C@@H]3C(=O)N(c4ccccc4)C(=O)[C@@H]3[C@]3(C)C(=O)N(Cc4ccccn4)CC(=O)N23)o1 was read as HEK293 tox 17%, SW480 rereplic -6%, GLP1R inv ag 17%, TDP-43 yeast inh 9%, KB-V1 MDR tox -1%, KB-3-1 cytotox 4%, GLP1R ag 7%, HT1080NT lethal 8% and HT1080 IDH1KD tx 2%.
`Cc1ccc(S(=O)(=O)N(C)CCCC(=O)n2nc(C)cc2C)cc1` gave HEK293 tox 1%, SW480 rereplic 0%, GLP1R inv ag -13%, TDP-43 yeast inh 18%, KB-V1 MDR tox 7%, KB-3-1 cytotox -6%, GLP1R ag -2%, HT1080NT lethal 2% and HT1080 IDH1KD tx -1%.
For Cc1nn(-c2ccccc2)c(OC(=O)c2cccc(Br)c2)c1S(=O)(=O)c1ccccc1 the results were HEK293 tox -8%, GLP1R inv ag 13%, TDP-43 yeast inh 16%, KB-V1 MDR tox 5%, KB-3-1 cytotox -6% and GLP1R ag -3%.
`CC(C)(C)NC(=O)Cn1cc(S(=O)(=O)Cc2ccc(F)cc2)c2ccccc21` gave HEK293 tox -2%, GLP1R inv ag -15%, TDP-43 yeast inh 5%, KB-V1 MDR tox -1% and KB-3-1 cytotox inconclusive.
For COC(=O)c1ccccc1S(=O)(=O)NC(=O)c1ccccc1 the results were HEK293 tox 22%, SW480 rereplic 0%, GLP1R inv ag 12%, TDP-43 yeast inh 13%, KB-V1 MDR tox -3%, KB-3-1 cytotox 11%, GLP1R ag 0%, HT1080NT lethal 0% and HT1080 IDH1KD tx -2%.
Screening COCCNC(=O)C(c1ccco1)N(C(=O)Cn1nnc2ccccc21)c1cc(C)ccc1C (centres undefined) returned HEK293 tox -9%, SW480 rereplic -1%, GLP1R inv ag 4%, TDP-43 yeast inh -5%, KB-V1 MDR tox 9%, KB-3-1 cytotox 1%, GLP1R ag -4%, HT1080NT lethal 4% and HT1080 IDH1KD tx 13%.
For COc1cccc(-c2nc(S(=O)(=O)c3ccc(C)cc3)c(N3CCCCC3)o2)c1 the results were HEK293 tox -4%, GLP1R inv ag -15%, TDP-43 yeast inh 2%, KB-V1 MDR tox -1% and KB-3-1 cytotox 0%.
`O=C(CNC(=O)c1ccco1)Nc1ccc(OC(F)F)cc1` gave HEK293 tox 2%, SW480 rereplic 22%, GLP1R inv ag 20%, TDP-43 yeast inh -14%, KB-V1 MDR tox -58%, KB-3-1 cytotox 0%, GLP1R ag -4%, HT1080NT lethal -3% and HT1080 IDH1KD tx -4%.
